DRD3 agonist: qHTS of D3 Dopamine Receptor Agonist: qHTS | D(3) dopamine receptor (Homo sapiens), P35462 | D3R DiscoveRx beta-arrestin cells, luminescence, 90 min | max activation, % | 0.58% of 410,000 active; in the data active = max activation above about 30%; note: 0% is about no effect; mostly tested at two doses, the higher about 12 µM
Target sequence (P35462 whole entry, looked up): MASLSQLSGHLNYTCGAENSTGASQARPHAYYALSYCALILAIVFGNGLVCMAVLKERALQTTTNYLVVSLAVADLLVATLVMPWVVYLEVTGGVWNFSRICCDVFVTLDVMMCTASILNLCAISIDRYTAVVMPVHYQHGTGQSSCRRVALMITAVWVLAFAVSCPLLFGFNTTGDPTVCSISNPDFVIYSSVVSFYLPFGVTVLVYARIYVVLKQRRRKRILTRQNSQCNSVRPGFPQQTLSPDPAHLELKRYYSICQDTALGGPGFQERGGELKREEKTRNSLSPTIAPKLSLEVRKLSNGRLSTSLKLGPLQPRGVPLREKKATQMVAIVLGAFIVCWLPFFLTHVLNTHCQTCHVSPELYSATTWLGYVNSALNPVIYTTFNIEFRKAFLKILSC
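Cells at 1500/well, incubated overnight, then treated with pinned compounds (dopamine as control) for 90 min at 37 degrees C. DiscoveRx reagent added for 30 - 60 minutes at room temperature; luminescence read.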
KB-V1 cytotox: qHTS assay for MDR1-selective chemotherapeutics: Primary screen using the drug-selected MDR subline cells KB-V1; 3.4% of 400,000 active; KB-V1 MDR cells viability, CellTiter-Glo, 72 h; Potency, µM (highest dose often 46.1 µM), inactives show at the highest dose activity change, negative = cytotoxicity, hits mostly cytotoxic; note: potency is the fitted concentration of half-maximal effect; % is set by controls: 0 for no effect and ±100 for the full control effect; nearly all actives have a fitted effect of over 60% in size
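KB-V1 MDR subline cells in DMEM (phenol-red free, 10% FBS) exposed to compounds in qHTS concentration series for 72 h at 37 degrees C. Viability read by CellTiter-Glo luminescence; concentration-effect curves fitted after normalization and correction.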
GLP1R cytotox: qHTS of GLP-1 Receptor Inverse Agonists: Cytotox Screen. HEK293 cAMP-luciferase reporter cells, luminescence, 24 h. Potency, µM (highest dose often 38.3 µM), without a hit: top-dose activity change, negative = inhibition, hits mostly inhibitors. 0.13% of 410,000 active;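 note: loss of luciferase light is scored as toxicity; potency is the fitted concentration of half-maximal effect; % is set by controls: 0 for no effect and ±100 for the full control effect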
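Seeding density was 200 cells/uL; after overnight-length (12 h) culture, 23 nL compounds went on for 24 h at 37 °C. Readout used a luciferase detection reagent, luminescence taken after 12 min at room temperature.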
DRD3 antagonist: qHTS of D3 Dopamine Receptor Antagonist: qHTS | D(3) dopamine receptor (Homo sapiens), P35462 | D3R cells, DiscoveRx beta-arrestin luminescence, antagonist mode; stronger effect = lower value | max response, negative = inhibition, % | 2.5% of 360,000 active; in the data active = max response below about -50%; inconclusive = no clear call, values can overlap the other calls; note: % is set by controls: 0 for no effect and ±100 for the full control effect; mostly tested at two doses, the higher about 12 µM
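Cells plated overnight at 1500 cells/well, then exposed to library compounds with dopamine controls for 90 minutes at 37 degrees C. DiscoveRx reagent added for 30–60 minutes at room temperature; luminescence read, quantitative HTS format.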
GLP1R inv ag: qHTS of GLP-1 Receptor Inverse Agonists (Inhibition Mode); Glucagon-like peptide 1 receptor (Homo sapiens), P43220; HEK293 GLP-1R CRE-luciferase, luminescence, 24 h; GLP-1R form is constitutively active; Potency, µM (highest dose often 38.3 µM), for the others: top-dose activity change, negative = inhibition, hits mostly inhibitors; 1.6% of 410,000 active; note: potency is the fitted concentration of half-maximal effect; % is set by controls: 0 for no effect and ±100 for the full control effect; nearly all actives have a fitted effect of over 55% in size
Target sequence (P43220 whole entry, looked up): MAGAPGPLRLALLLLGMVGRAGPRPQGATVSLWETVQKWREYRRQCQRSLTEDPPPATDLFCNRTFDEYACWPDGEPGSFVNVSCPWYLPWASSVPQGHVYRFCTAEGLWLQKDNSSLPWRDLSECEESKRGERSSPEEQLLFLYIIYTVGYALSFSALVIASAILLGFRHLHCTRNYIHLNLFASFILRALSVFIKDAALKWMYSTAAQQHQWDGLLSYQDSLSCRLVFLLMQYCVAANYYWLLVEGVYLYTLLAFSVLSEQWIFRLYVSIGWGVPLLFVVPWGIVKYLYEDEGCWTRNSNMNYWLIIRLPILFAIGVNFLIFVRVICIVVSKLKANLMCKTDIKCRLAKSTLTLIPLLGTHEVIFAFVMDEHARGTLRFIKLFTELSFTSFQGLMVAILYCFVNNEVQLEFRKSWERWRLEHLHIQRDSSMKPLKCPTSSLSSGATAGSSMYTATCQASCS
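qHTS in 1536-well format: reporter HEK293 cells expressing constitutive GLP-1R activity in DMEM + 10% Nu serum, 24 hr with compounds at 37 deg C, luminescence read after 12 min with detection reagent.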
GLP-1R agonist: qHTS of GLP-1 Receptor Agonists; Glucagon-like peptide 1 receptor (Homo sapiens), P43220; HEK293 GLP-1R CRE-luciferase, luminescence, 4-6 h; cells express a hypersensitive GLP-1R form; Potency, µM (doses to about 45.6 µM), for inactives: at the highest dose activation, actives largely listed as activators; 0.007% of 380,000 active; AID 624172, 2012; note: potency is the fitted concentration of half-maximal effect; % of control where 0% means no effect
TDP43 rescue: qHTS of TDP-43 Inhibitors; TDP-43 expressing yeast growth rescue, BacTiter-Glo, 24 h; Potency, µM (series often up to 46.1 µM), without a hit: at the highest dose growth rescue (activation), usual class: activators; 1.8% of 410,000 active; note: potency is the fitted concentration of half-maximal effect; % of control where 0% means no effect; nearly all actives have a fitted effect of over 50% in size
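Growth rescue of TDP-43-toxic yeast measured as ATP luminescence (BacTiter-Glo). Cells grown to mid-log in raffinose, induced in galactose at OD600=0.02, exposed to compound 24 hr at 30 deg C.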
PTHR1 agonist: qHTS for PTHR1 Agonists: Primary Screen; HEK293 GP2 PTHR1 cells, GloSensor cAMP luminescence, 1 h; 0.075% of 410,000 active; Parathyroid hormone/parathyroid hormone-related peptide receptor (Homo sapiens), Q03431; Potency, µM (doses to about 115 µM), inactives show at the highest dose activation, most hits filed as activators; note: potency is the fitted concentration of half-maximal effect; nearly all actives have a fitted effect of over 55% in size; some results filed as inactive show a strong effect at the top dose; inactives centre near -15; many of its hits are not listed in these tables
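HEK-293-derived GP2 cells expressing PTHR1 and a GloSensor cAMP reporter, 3,000/well, plated overnight, given luciferin plus IBMX (each 0.5 mM as added) for 1 h at 37 °C, then compound for 1 h at 37 °C. Luminescence was read after 15 min at room temperature.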
aSyn yeast inh: qHTS of alpha-syn Inhibitors | Yeast expressing alpha-synuclein, growth rescue, BacTiter-Glo, 24 h | Potency, µM (highest dose often 46.1 µM), for the others: top-dose growth rescue (activation), actives largely listed as activators | 0.14% of 370,000 active | AID 652106, 2013; note: potency is the fitted concentration of half-maximal effect; % of control where 0% means no effect; nearly all actives have a fitted effect of over 65% in size
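Galactose-induced alpha-syn yeast (OD600=0.02, raffinose-pregrown) + pinned cpd, 24 hr, 30 deg C; growth by BacTiter-Glo luminescence. Growth restoration scores as activation.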
* = called active by the depositor; i = inactive; ? = inconclusive; nt = no result given; [ ] = remark or other dose. Unless noted, calls come from the whole dose curve; as a rule, active = well fitted curve in the direction sought with a large enough effect; inconclusive = small, poorly fitted or top-dose-only effect, or another doubt; inactive = no such curve, though single readings can be large; an effect the other way counts as inactive or inconclusive. Not all compounds are listed. The share of hits here may be higher or lower than overall.

no.	structure	DRD3 agonist	KB-V1 cytotox	GLP1R cytotox	DRD3 antagonist	GLP1R inv ag	GLP-1R agonist	TDP43 rescue	PTHR1 agonist	aSyn yeast inh
1	CC(=O)Nc1nc2cc(C(N)=O)ccc2s1	1	?	-17%	1	12%	0%	2%	-11%	0%
2	O=[N+]([O-])c1ccc(C=NN2CCOCC2)s1	-9	-24%	?	-21	1%	3%	11µM*	-22%	2%
3	CCNC(=O)N(CC)C[C@H]1N[C@@](CC)(C(=O)OC)[C@H]2C(=O)N(Cc3ccccc3)C(=O)[C@@H]12	5	9%	4%	25	20%	-1%	13%	i	7%
4	CC(=O)Nc1ccccc1-c1nc2ccc(C(=O)N3CCN(c4cccc(C)c4)C(C)C3)cc2[nH]c1=O (stereo not drawn)	-4	?	-15%	27	-28%	-6%	15%	-17%	4%
5	c1ccc2cc(CCO[C@H]3CCCCO3)ncc2c1	-1	-17%	-10%	?	?	-5%	-4%	-18%	4%
6	Cc1nnc(SCC(=O)Nc2ccc(O)cc2)c2ccccc12	-11	?	-15%	-13	95%[activator]	4%	4%	i	-1%
7	Cc1ncc(CN2CCCCC2C(=O)Nc2ccc(Oc3ccccc3)nc2)cn1 (stereo not drawn)	-4	nt	-5%	29	16%	9%	15%	i	1%
8	O=C(CN(Cc1ccccc1)C(=O)CNS(=O)(=O)c1ccccc1)NCC1CCCO1 (stereo not drawn)	11	15%	-10%	-27	-11%	7%	2%	-11%	0%
9	COc1cccc(NC(=O)COC(=O)c2ccccc2C(=O)N2CCN(c3ccccc3)CC2)c1	1	?	1%[7.66 µM]	7	-6%[7.66 µM]	-1%	10%	-40%[inhibitor]	9%
10	COc1ccc(CCC(=O)Nc2ccccc2C(F)(F)F)cc1	-6	7%	26%	-22	1%	4%	10%	-5%	0%
11	O=[N+]([O-])c1cccnc1Oc1ccc(F)cc1F	-15	-5%	-2%	-14	1%	3%	?	i	-2%
12	COC(=O)C(=C/C(C)=C/c1cccs1)C(=O)OC	4	-20%	-34%	-18	?	-1%	?	-32%[inhibitor]	16%
13	Cc1[nH]c2ccccc2c1/C=N/NC(=O)c1cc(-c2ccncc2)nc2ccccc12	8	0%	-23%	-8	?	7%	14%	-23%	0%
14	Nc1ccc(C=Cc2ccc(N)cc2)cc1	2	-1%	-8%	13	12%	6%	19%	-81%[inhibitor]	3%
15	CC(=O)c1nnn(-c2ccc([N+](=O)[O-])cc2C)c1C	-4	-17%	4%	-14	22%	3%	15%	i	0%
16	O=C(NCc1nnnn1-c1ccc(F)c(F)c1)C(=O)c1c[nH]c2ccccc12	-1	-19%	9%	-4	-18%	-1%	17%	-6%	-8%
17	Nc1nnnn1/N=C/c1cccc(O)c1	-4	17%	67%[activator]	-12	10%	3%	-1%	-28%[57.5 µM]	2%
18	COc1cccc(-c2cc3nc(C)cc(N4CCN(C(=O)c5ccoc5)CC4)n3n2)c1	2	13%	0%	23	6%	9%	0%	-37%[inhibitor]	-1%
19	COc1ccc(-c2noc(CCC(=O)Nc3cccnc3)n2)cc1OC	2	?	-9%	5	32%[activator]	15%	-1%	-2%	-4%
20	CC1Sc2ccc(S(=O)(=O)CCC(=O)NC(C)c3ccccc3)cc2NC1=O (stereo not drawn)	-3	24%	-16%	-11	-10%	2%	2%	-8%	-7%
21	C#CCC(NC(=O)c1ccc(C#N)cc1)C(=O)NCCC (stereo not drawn)	-1	13%	27%	17	4%	-4%	15%	-3%	-2%
22	Cc1cc(=O)c2cc(C(=O)Nc3ccccc3C)ccc2[nH]1	5	0%	-7%	nt	-9%	nt	0%[9.22 µM]	i	nt
23	C=CCn1cccc(C(=O)Nc2ccc(SC)cc2)c1=O	3	-21%	-9%	2	?	18%	0%	-34%[inhibitor]	3%
24	CCOC(=O)C1=C(O)C(=O)N(c2ccc(S(N)(=O)=O)cc2)C1c1ccc([N+](=O)[O-])cc1 (stereo not drawn)	2	10%	-15%	-3	-16%	-2%	2%	i	-3%
25	Cn1[nH]c2c(c1=O)[C@H](c1ccc(F)cc1)O[C@H](CCc1ccccc1)C2	-6	8%	5%	0	8%	-1%	7%	16%	-1%
26	Cn1cccc1/C=N/NC(=O)CNc1cccc2ccccc12	9	-6%	?	8	-25%	0%	-7%	-5%	1%
27	COc1ccc(-c2nnc(OC)c3ccccc23)cc1	-1	-1%	0%	12	25%	6%	?	-14%	10%
28	CCn1cc(C(=O)N2CCCC2)c(=O)c2cc(S(=O)(=O)N(C)C)ccc21	4	-20%	7%	7	17%	0%	-5%	-6%	-2%
29	O=c1oc(-c2ccc(O)c(O)c2)cc2cccc(O)c12	2	-16%	3%	3	34%[activator]	-3%	30%	-11%	14%
30	CCN(CC)C(=O)C1=C(C)N(CCCN2CCCC2=O)C(=O)C(CC(=O)NCc2cccc3ccccc23)C1 (stereo not drawn)	3	?	0%	19	14%	-2%	28%	-11%	-3%

Two compounds picked at random from the list so far:
no.	structure	DRD3 agonist	KB-V1 cytotox	GLP1R cytotox	DRD3 antagonist	GLP1R inv ag	GLP-1R agonist	TDP43 rescue	PTHR1 agonist	aSyn yeast inh
18	COc1cccc(-c2cc3nc(C)cc(N4CCN(C(=O)c5ccoc5)CC4)n3n2)c1	2	13%	0%	23	6%	9%	0%	-37%[inhibitor]	-1%
4	CC(=O)Nc1ccccc1-c1nc2ccc(C(=O)N3CCN(c4cccc(C)c4)C(C)C3)cc2[nH]c1=O (stereo not drawn)	-4	?	-15%	27	-28%	-6%	15%	-17%	4%

New compounds follow:
no.	structure	DRD3 agonist	KB-V1 cytotox	GLP1R cytotox	DRD3 antagonist	GLP1R inv ag	GLP-1R agonist	TDP43 rescue	PTHR1 agonist	aSyn yeast inh
31	CC1CCN(CCCNC(=O)C2CCCN(c3ncnc4c3nc3n4CCCCC3)C2)CC1 (stereo not drawn)	-6	26%	-4%	-16	2%	-3%	-1%	i	1%
32	CC(C)c1ccc([C@@H]2O[C@H](C)CC3=C2C(=O)OC(C)(C)O3)cc1	-7	7%	6%	0	11%	5%	12%	-40%[inhibitor]	-15%
33	CC1(C)C(=O)Nc2ccccc2N1C(=O)COc1ncnc2ccccc12	8	12%	-10%	-4	13%	4%	-5%	-18%	0%
34	O=C(NCCCNC(=O)c1ccco1)c1cccc(F)c1	-2	-14%	-2%	16	15%	2%	-2%	i	0%
35	O=C(Cn1cnc2c(nnn2-c2ccc(F)cc2)c1=O)N1CCCc2ccccc21	-1	-13%	?	-24	-12%	-3%	-22%	-37%[inhibitor]	-4%
36	CCN(CC)CCNC(=O)c1cc2ccccc2nc1Cl	0	-13%	5%	-2	13%	-4%	-11%	-16%	1%
37	C(=N\N1CCN(C2c3ccccc3-c3ccccc32)CC1)/c1cccnc1	0	?	-21%	30	11µM*	4%	-1%	-5%	-12%
38	O=C(COc1c(F)c(F)cc(F)c1F)NNC(=O)CC1CCS(=O)(=O)C1 (stereo not drawn)	5	?	0%	19	2%	-6%	25%	-6%	-12%
39	O=C(O)c1ccc(S(=O)(=O)N(Cc2ccc(F)cc2)C2CCCCC2)cc1	1	0%	-1%	-6	12%	-5%	9%	?	6%
40	COc1ccc(NC(=O)CN(C)C(=O)CNC(=O)c2ccc3c(c2)OCO3)cc1	5	0%	3%	-4	30%	9%	-12%	0%	-8%
41	CCCc1cc(=O)[nH]c(SCCc2ccccc2)n1	-2	16µM*	2%	15	20%	6%	7%	-18%	0%
42	CC1(C)C=C(c2ccc(C=O)s2)CC(C)(C)N1C=O	-6	6%	72%[activator]	-20	59%[activator]	10%	8%	-22%	9%
43	CCCc1nn(C)c2c(=O)[nH]c(-c3cc(S(=O)(=O)N(CCO)CCO)ccc3OCC)nc12	0	5%	-18%	3	72%[activator]	21%	10%	i	1%
44	COc1ccc(NC(=O)C2=C(C)Nc3nc(SC)nn3C2c2cc(OC)ccc2OC)cc1 (stereo not drawn)	6	0%	2%	nt	11%	nt	?	i	nt
45	O=C(CCC(=O)N1CCc2ccccc2C1)NCCc1ccc(Cl)cc1	4	-8%	14%	-2	-13%	-2%	20%	?	-6%
46	Cn1c(-c2c(N)n(C3CCCC3)c3nc4ccccc4nc23)nc2ccccc21	2	21µM*	334%[activator]	78	4µM*	0%	13µM*	-2%[57.5 µM]	-9%
47	O=C(CC12CC3CC(CC(C3)C1)C2)NCO	-2	-3%	12%	-9	22%	9%	11%	i	7%
48	Cc1ccc(C)c(NC(=O)c2ccc(S(=O)(=O)C(F)F)cc2)c1	5	0%	-8%	-18	-8%	9%	17%	i	-3%
49	Cc1ccc(Cl)cc1NC(=O)Cn1c(=O)c(CNc2ccccc2)cc2cc3c(cc21)OCCO3	-10	-12%	-8%	nt	-11%	5%	-19%	-24%	3%
50	CCN(CC)CCNC(=O)c1cc2c(=O)n(C)c3ccccc3c2s1	-15	?	?	-21	?	10%	-31%[inhibitor]	i	-8%
51	NC(N)=NS(=O)(=O)c1ccc(NC(=S)Nc2ccc(F)cc2)cc1	0	0%	3%	-5	-5%	-3%	3%	-7%	-11%
